# Screening results (PubChem BioAssay)
# Giardia FBPA inh – Giardia lamblia aldolase inhibition. A8B2U2. 290,000 compounds, 0.71% hits. Potency, µM (series often up to 59.6 µM), for inactives: at the highest dose activity, negative = inhibition, usual class: inhibitors. purified Giardia FBPA. AID 2451; note: potency is the fitted concentration of half-maximal effect; nearly all actives have a fitted effect of over 55% in size
# Target sequence (A8B2U2 whole entry, looked up): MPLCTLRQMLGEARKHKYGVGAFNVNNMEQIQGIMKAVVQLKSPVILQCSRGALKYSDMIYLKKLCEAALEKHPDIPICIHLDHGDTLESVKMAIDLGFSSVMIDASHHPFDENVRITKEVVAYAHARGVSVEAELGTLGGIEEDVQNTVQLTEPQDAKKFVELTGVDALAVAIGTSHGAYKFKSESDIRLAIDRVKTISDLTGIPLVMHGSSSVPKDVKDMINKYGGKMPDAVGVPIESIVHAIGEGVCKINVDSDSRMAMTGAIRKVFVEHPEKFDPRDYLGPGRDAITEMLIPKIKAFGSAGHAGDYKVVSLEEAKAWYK
#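 40 nM FBPA preincubated 10 min at RT with compound (up to 57.5 uM final), then substrate plus GAPDH/TPI/NAD/arsenate coupling and diaphorase/resazurin added. Fluorescence read after 20 min at RT, 525/598 nm.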
# Sm TGR inh – inhibitors of Schistosoma mansoni thioredoxin glutathione reductase; Potency, µM (titrated, usually from 114 µM), inactives show at the top dose activity change, negative = inhibition, actives largely listed as inhibitors; 360,000 compounds, 3% hits; purified TGR, DTNB reduction, TNB absorbance 405 nm; note: potency is the fitted concentration of half-maximal effect; nearly all actives have a fitted effect of over 60% in size
#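 First, TGR (20 nM dispensed) and NADPH were mixed with compound. Second, a 15 min room-temperature incubation followed. Third, further NADPH and then DTNB were added to start the reaction. Finally, TNB absorbance was monitored kinetically.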
# AmpC no deterg – blocks E. coli AmpC beta-lactamase in detergent-free assay | P00811 | AID 485341 | Potency, µM (titrated, usually from 57.1 µM), inactives show at the highest dose activity change, negative = inhibition, hits mostly inhibitors | 330,000 compounds, 0.52% hits | AmpC nitrocefin hydrolysis, absorbance 480 nm, 0.0001% Triton;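 note: potency is the fitted concentration of half-maximal effect; plate controls were no compound for no effect and no enzyme for full effect; nearly all actives have a fitted effect of over 20% in size; some results filed as inactive show a strong effect at the top dose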
# Target sequence (P00811 whole entry, looked up): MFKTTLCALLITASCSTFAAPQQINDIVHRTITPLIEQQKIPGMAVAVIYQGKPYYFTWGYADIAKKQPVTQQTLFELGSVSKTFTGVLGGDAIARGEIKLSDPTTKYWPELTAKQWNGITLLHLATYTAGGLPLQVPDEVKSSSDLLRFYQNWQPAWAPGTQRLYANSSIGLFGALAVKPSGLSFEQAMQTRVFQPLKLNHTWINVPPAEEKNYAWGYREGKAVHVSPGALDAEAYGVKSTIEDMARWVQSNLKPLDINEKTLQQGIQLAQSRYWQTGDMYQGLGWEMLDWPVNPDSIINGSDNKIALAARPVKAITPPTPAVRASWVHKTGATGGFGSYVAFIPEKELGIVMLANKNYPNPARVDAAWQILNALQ
#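 AmpC (5.3 nM in the dispensed reagent) in 20 mM phosphate pH 7.0 with 0.01% (detergent screen) or 0.0001% Triton X-100 was preincubated with compounds for 15 min at room temperature. Nitrocefin was then added from an 800 uM solution, and hydrolysis was followed at 480 nm.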
# AmpC detergent – inhibitors of E. coli AmpC beta-lactamase with detergent | P00811 | AmpC hydrolysis of nitrocefin, absorbance 480 nm, 0.01% Triton | Potency, µM (top dose mostly 114 µM), for the others: at the top dose activity change, negative = inhibition, most hits filed as inhibitors | 370,000 compounds, 0.041% hits | AID 485294;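 note: potency is the fitted concentration of half-maximal effect; 0% = no-compound wells and -100% = no-enzyme wells; nearly all actives have a fitted effect of over 25% in size; some results filed as inactive show a strong effect at the top dose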
#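 AmpC (5.3 nM in the dispensed reagent) in 20 mM phosphate pH 7.0 with 0.01% (detergent screen) or 0.0001% Triton X-100 was preincubated with compounds for 15 min at room temperature. Nitrocefin was then added from an 800 uM solution, and hydrolysis was followed at 480 nm.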
# HCMV inh – inhibitors of human cytomegalovirus | 410,000 compounds, 4.5% hits | activity change, negative = inhibition, % at 57.5 µM | AID 1259415 | HFF cells, HCMV-luciferase reporter, 72 h; hits give low values; in the data active = activity change below about -60%; inconclusive = no clear call, values can overlap the other calls; inactive = above about -39%
#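 Inhibition of viral replication was scored as loss of reporter luminescence in HFFs infected with HCMV-luciferase (MOI 1 PFU/cell) for 72 h; compounds tested at 2 doses, normalized to buffer and Salinomycin controls.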
# HCV inh – blocks hepatitis C virus | Huh7.5.1 HCVcc-Cre infection, luciferase reporter, 44 h | Potency, µM (series often up to 41.8 µM), without a hit: at the highest dose activity change, negative = inhibition, usual class: inhibitors | 340,000 compounds, 3.4% hits; note: potency is the fitted concentration of half-maximal effect
#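 Reporter virus HCVcc-Cre (~0.5 moi) infects cells exposed to compound; seeding density 1,000 cells/well with 4 h settling beforehand. Luminescence, 15 sec read, taken 44 h post-infection following a 15 min RT substrate incubation.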
# * = called active by the depositor; ? = inconclusive; . = no result given; [ ] = dose if it differs, or a comment. Unless noted, calls come from the whole dose curve; as a rule, active = well fitted curve in the direction sought with a large enough effect; inconclusive = small, poorly fitted or top-dose-only effect, or another doubt; inactive = no such curve, though single readings can be large; an effect the other way counts as inactive or inconclusive. Unless noted, % is set by controls: 0 for no effect and ±100 for the full control effect.
# Sample of the layout:
cpd | mol | Giardia FBPA inh | Sm TGR inh | AmpC no deterg | AmpC detergent | HCMV inh | HCV inh
1 | Cc1ccc(NC(=O)c2ccccc2OCC(=O)c2ccccc2)cc1 | -2.2% | 1.1% | -20.0% | -7.3% | -7.3 | ?
2 | Cc1ccc2nc3c(cc2c1)CC1(C(=O)N(C)C(=O)N(C)C1=O)C1COCCN31 (configuration not stated) | -4.3% | -17.9% | 56.5% | ? | 7.0 | -23.8%
3 | COc1ccc(O)c(-c2cc(-c3ccccc3[N+](=O)[O-])[nH]n2)c1 | -3.4% | 5.8% | -33.9% | ? | 20.7 | 8.3%
4 | CCCCOc1cccc(C(=O)NC(=S)Nc2cccnc2)c1 | -20.0% | -16.7% | -18.1% | ? | -24.2 | -0.2%
5 | CCOc1ccc(CN(C)C(=O)CN2C(=O)NC(c3ccccc3)(c3ccccc3)C2=O)cc1 | . | 4.4% | 42.8% | 4.2% | ? | ?
6 | CN(c1ccc(OCC(=O)Nc2nc(-c3ccccc3)cs2)cc1)S(=O)(=O)c1ccc(F)cc1 | -3.2% | -4.2% | -17.3% | -1.1% | -24.2 | 10µM*
7 | O=C(CN(Cc1ccccc1)S(=O)(=O)c1ccc2c(c1)OCCO2)N/N=C/c1cccc(Br)c1 | -11.9% | 1.3% | ? | ? | -28.6 | ?
8 | CC(Oc1cc2oc(=O)c3c(c2cc1Cl)CCCC3)C(=O)NCc1ccncc1 (configuration not stated) | . | -15.2% | 96.8%[activator] | 4.6% | -29.0 | 14.3%
9 | CCCN1Cc2cccc(C(=O)Nc3ccc(C)cc3)c2C1=O | 0.2% | -17.0% | -12.9% | 4.3% | 3.5 | ?
10 | CN1CCN(/N=C/c2ccc(N(C)c3ccccc3)cc2)CC1 | -0.2% | -10.3% | 3.0%[2.29 µM] | -5.6% | 38.9 | 10.6%
11 | Cc1nonc1NC(=O)CSc1nnnn1-c1ccccc1 | -7.8% | 12.5% | -26.9% | -2.9% | -0.1 | 14.3%
12 | CN(C)c1ccc(P(=O)(OC2CCCCC2)C(O)c2cccnc2)cc1 (configuration not stated) | 5.6% | 2.4% | 25.9% | -11.5% | -10.7 | -0.2%
13 | O=C(O)c1ccc(S(=O)(=O)N2CCCc3ccccc32)cc1 | 11.4% | -9.3% | -10.9% | 0.2% | 33.9 | 14.5%
14 | CCOc1cc(-c2noc(-c3ccncc3)n2)cc(Br)c1OC | -7.4% | 4.0% | -8.2% | ? | 28.1 | ?
15 | CCN(C(=S)NCc1ccccc1)c1ccccc1 | -0.1% | -6.7% | -5.7% | -1.0% | -24.6 | -11.5%

# Main list, from the first entry:
cpd | mol | Giardia FBPA inh | Sm TGR inh | AmpC no deterg | AmpC detergent | HCMV inh | HCV inh
1 | Cc1ccc(NC(=O)c2ccccc2OCC(=O)c2ccccc2)cc1 | -2.2% | 1.1% | -20.0% | -7.3% | -7.3 | ?
2 | Cc1ccc2nc3c(cc2c1)CC1(C(=O)N(C)C(=O)N(C)C1=O)C1COCCN31 (configuration not stated) | -4.3% | -17.9% | 56.5% | ? | 7.0 | -23.8%
3 | COc1ccc(O)c(-c2cc(-c3ccccc3[N+](=O)[O-])[nH]n2)c1 | -3.4% | 5.8% | -33.9% | ? | 20.7 | 8.3%
4 | CCCCOc1cccc(C(=O)NC(=S)Nc2cccnc2)c1 | -20.0% | -16.7% | -18.1% | ? | -24.2 | -0.2%
5 | CCOc1ccc(CN(C)C(=O)CN2C(=O)NC(c3ccccc3)(c3ccccc3)C2=O)cc1 | . | 4.4% | 42.8% | 4.2% | ? | ?
6 | CN(c1ccc(OCC(=O)Nc2nc(-c3ccccc3)cs2)cc1)S(=O)(=O)c1ccc(F)cc1 | -3.2% | -4.2% | -17.3% | -1.1% | -24.2 | 10µM*
7 | O=C(CN(Cc1ccccc1)S(=O)(=O)c1ccc2c(c1)OCCO2)N/N=C/c1cccc(Br)c1 | -11.9% | 1.3% | ? | ? | -28.6 | ?
8 | CC(Oc1cc2oc(=O)c3c(c2cc1Cl)CCCC3)C(=O)NCc1ccncc1 (configuration not stated) | . | -15.2% | 96.8%[activator] | 4.6% | -29.0 | 14.3%
9 | CCCN1Cc2cccc(C(=O)Nc3ccc(C)cc3)c2C1=O | 0.2% | -17.0% | -12.9% | 4.3% | 3.5 | ?
10 | CN1CCN(/N=C/c2ccc(N(C)c3ccccc3)cc2)CC1 | -0.2% | -10.3% | 3.0%[2.29 µM] | -5.6% | 38.9 | 10.6%
11 | Cc1nonc1NC(=O)CSc1nnnn1-c1ccccc1 | -7.8% | 12.5% | -26.9% | -2.9% | -0.1 | 14.3%
12 | CN(C)c1ccc(P(=O)(OC2CCCCC2)C(O)c2cccnc2)cc1 (configuration not stated) | 5.6% | 2.4% | 25.9% | -11.5% | -10.7 | -0.2%
13 | O=C(O)c1ccc(S(=O)(=O)N2CCCc3ccccc32)cc1 | 11.4% | -9.3% | -10.9% | 0.2% | 33.9 | 14.5%
14 | CCOc1cc(-c2noc(-c3ccncc3)n2)cc(Br)c1OC | -7.4% | 4.0% | -8.2% | ? | 28.1 | ?
15 | CCN(C(=S)NCc1ccccc1)c1ccccc1 | -0.1% | -6.7% | -5.7% | -1.0% | -24.6 | -11.5%
16 | CC1=NNC(=O)C1Oc1ccccc1 (configuration not stated) | -8.2% | -6.4% | -4.2% | -5.4% | -6.3 | -1.2%
17 | Cc1ccc(NC(=O)Cc2nc(CCl)cs2)cc1 | -27.0% | ? | -40.4% | -4.6% | -37.3 | -5.1%
18 | O=C(CN1CCCC1c1cccs1)Nc1cc(S(=O)(=O)N2CCCC2)ccc1Cl (configuration not stated) | . | . | -12.0% | . | 2.7 | ?
19 | COC(=O)[C@H](CC(C)C)NC(=O)Nc1ccc(F)cc1 | 5.6% | 20.7% | 1.3% | -4.3% | 107.9 | 6.3%
20 | CCn1nc(NS(=O)(=O)c2cccc3nonc23)c2cc3ccc(C)cc3nc21 | . | -16.2% | -25.9% | -1.1% | . | 7.5%
21 | O=C(Cn1ncc2c(=O)oc3ccccc3c21)N1CCC(N2CCCCC2)CC1 | 0.8% | -1.1% | 5.1% | ? | 4.2 | -3.6%
22 | CN1C2C=C3C(C#N)=C(N)C(C#N)(C#N)[C@@H](c4ccc(Cl)cc4)[C@@H]3C1CC2 (some centres not stated) | ? | 0.0% | -16.5% | -3.0% | -2.6 | -21.4%
23 | COc1ccc(CNc2ccc3c(c2)nc(C)n3C)cc1OC | -8.9% | -13.6% | -15.1% | 0.6% | 23.1 | -0.9%
24 | CC(C)CCN1C(=O)c2ccc(C(=O)Nc3ccc(O)cc3C(=O)O)cc2C1=O | -2.2% | 3.2% | -28.8% | -2.2% | 30.9 | 12.0%
25 | Cc1nc2ccccc2nc1OCc1cccc([N+](=O)[O-])c1 | 1.9% | 11.8% | -39.8% | -4.1% | -37.8 | -9.0%
26 | CCN(CC)CCCN1C(=O)C(O)=C(C(=O)c2sc(C)nc2C)C1c1ccc(C)o1 (configuration not stated) | 0.1% | -29.4% | -5.2% | 3.9% | . | .
27 | COc1ccccc1-n1cnnc1SCC(=O)Nc1cccc(S(=O)(=O)N2CCCCC2)c1 | 4.3% | 0.0% | -16.8% | ? | -67.9* | 9.3%
28 | CC(OC(=O)c1cc(=O)[nH]c2ccccc12)C(=O)NCc1ccccc1 (configuration not stated) | . | -0.8% | -9.0% | ? | -7.9 | -1.1%
29 | Cc1ccc(C(=O)N(C)Cc2ccccc2)cc1S(=O)(=O)N1CCOCC1 | . | 2.0% | 42.7% | 4.1% | -22.4 | .
30 | Cc1nc(CS(=O)(=O)c2ccc(Cl)cc2)cc(N2CCOCC2)n1 | 4.5% | 0.0% | 1.5% | ? | -11.1 | 19.4%
31 | NS(=O)(=O)c1ccc(NC(=O)CN2CCN(S(=O)(=O)/C=C/c3ccccc3)CC2)cc1 | 3.3% | 0.3% | -26.5% | -14.5% | -100.1* | -12.6%
32 | COc1ccccc1CNC(=O)c1cc(=O)c2ccccc2o1 | 0.7% | 7.6% | -25.0% | -7.7% | -14.8 | ?
33 | O=C1NC(=Nc2ccc3ccccc3c2)S/C1=C/c1ccco1 | -8.2% | 28.2µM* | 31.6µM* | 2.1% | -14.5 | -21.3%
34 | O=C(CCS(=O)(=O)c1cccc2nonc12)Nc1cccc(F)c1 | . | 0.7% | . | ? | -2.5 | .
35 | Cc1ccc(N2CCN(S(=O)(=O)c3ccc(Cl)s3)CC2C)cc1 (configuration not stated) | . | 11.7% | -40.8% | ? | 10.6 | -7.9%
36 | O=S(=O)(NCC1(N2CCOCC2)CCCCC1)c1ccc(Cl)cc1C(F)(F)F | . | 2.5% | 11.8% | 0.6% | -15.0 | 9.0%
37 | O=C1CCc2cc(S(=O)(=O)N3CCC(C(=O)NCc4ccccc4Cl)CC3)ccc2N1 | 0.3% | 6.9% | -13.2% | 3.1% | 88.0 | -18.4%
38 | Cc1ccc(OCC(=O)OCc2c(C)noc2C)cc1C | -1.1% | -18.4% | -9.6% | ? | -1.1 | 4.4%
